# Screening results as filed in PubChem.
# Pol eta inh = qHTS for Inhibitors of Polymerase Eta. DNA polymerase eta (Homo sapiens), Q9Y253. 390,000 tested, 1.2% active. recombinant Pol eta, fluorescent DNA replication assay. Potency, µM (series often up to 114 µM), for the others: top-dose activity change, negative = inhibition, usual class: inhibitors; also: potency is read from the fitted curve at half-maximal effect; % is scaled to controls: 0 for no effect and ±100 for the full control effect
#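 Pol eta (10 nM) was preincubated with compounds for 15 min at room temperature, after which fluorescent replication substrate (50 nM final) was added to start the reaction. Fluorescence was read kinetically at 0 and 10 min.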
# POLK inh = qHTS for Inhibitors of Polymerase Kappa; DNA polymerase kappa (Homo sapiens), Q9UBT6; 400,000 tested, 0.53% active; AID 588579, 2011; Potency, µM (titrated, usually from 107 µM), without a hit: top-dose activity, negative = inhibition, hits mostly inhibitors; purified Pol kappa, fluorescent DNA synthesis assay, 10 min; also: potency is read from the fitted curve at half-maximal effect; % is scaled to controls: 0 for no effect and ±100 for the full control effect
#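 Kinetic fluorescence readout at 0 and 10 min followed reaction start with substrate at 50 nM final. Beforehand, enzyme (10 nM Pol kappa) stood 15 min with compound at room temperature; buffer-only wells were negative controls.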
# LDHA block = qHTS assay for inhibitors of human lactate dehydrogenase; purified LDHA, NADH/diaphorase-resazurin fluorescence; hits give low values; activity change, % (values are at about 110 or 230 µM); L-lactate dehydrogenase A chain (Homo sapiens), P00338; 480,000 tested, 0.15% active; in the data active = activity change below about -30%; inconclusive = mostly about -25% to -30%;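 also: plate controls were DMSO wells for no effect and wells without enzyme for full effect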
#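 LDH5 2 nM; NADH 0.06 mM, pyruvate 0.2 mM; 200 mM Tris pH 7.4, EDTA, Tween-20; 5 min RT. Detection: diaphorase 0.133 mg/mL + resazurin 37 µM, fluorescence ex540/em590 at 0 and 20 min; normalized to enzyme-free and DMSO wells.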
# BLM helicase inh = qHTS Assay for Inhibitors of Bloom's syndrome helicase (BLM); RecQ-like DNA helicase BLM (Homo sapiens), P54132; recombinant BLM DNA unwinding, fluorescence dequenching; Potency, µM (titrated, usually from 56.1 µM), for the others: top-dose activity change, negative = inhibition, actives largely listed as inhibitors; 350,000 tested, 0.2% active;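 also: potency is read from the fitted curve at half-maximal effect; plate controls were vehicle for no effect and no enzyme for full effect; nearly all actives have a fitted effect of over 35% in size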
# Apoferritin bind = qHTS Assay for Identification of Novel General Anesthetics; apoferritin/1-aminoanthracene competitive binding, fluorescence; Potency, µM (doses to about 77.5 µM), without a hit: at the highest dose activity change, negative = displacement, most hits filed as inhibitors; 350,000 tested, 0.074% active; also: potency is read from the fitted curve at half-maximal effect; % is scaled to controls: 0 for no effect and ±100 for the full control effect; nearly all actives have a fitted effect of over 20% in size
#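 Probe: 1-aminoanthracene (50% saturated, PBS). Protein: horse-spleen apoferritin, 10 uM. Incubation: 10 min, room temperature. Detection: 380 nm excitation, 535 nm emission. Analysis: normalized response, four-parameter Hill.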
# GRP78 ERSR act = qHTS for Inducers of the Endoplasmic Reticulum Stress Response (ERSR) in Human Glioma: qHTS; U87-MG GRP78 promoter luciferase reporter, 16 h; Potency, µM, inactives show at the highest dose activation, usual class: activators; 420,000 tested, 0.02% active; AID 602332, 2012; also: potency is read from the fitted curve at half-maximal effect; series mostly up to about 76 µM; % of control where 0% means no effect; nearly all actives have a fitted effect of over 35% in size
#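 Stably transfected U87-MG glioma cells carrying a GRP78-based luciferase sensor; 16 h compound incubation. Luminescence end-point read 10 min after Bright-Glo addition at room temperature.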
# APE1 inh = qHTS Assay for Inhibitors of the Human Apurinic/apyrimidinic Endonuclease 1 (APE1); DNA repair nuclease/redox regulator APEX1 (Homo sapiens), P27695; recombinant APE1, TAMRA/BHQ-2 abasic DNA cleavage fluorescence; Potency, µM (titrated, usually from 65.8 µM), for the others: at the top dose activity change, negative = inhibition, hits mostly inhibitors; 350,000 tested, 0.35% active; AID 2517, 2012;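 also: potency is read from the fitted curve at half-maximal effect; plate controls were vehicle for no effect and reference inhibitor for full effect; nearly all actives have a fitted effect of over 55% in size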
# Target sequence (P27695 whole entry, looked up): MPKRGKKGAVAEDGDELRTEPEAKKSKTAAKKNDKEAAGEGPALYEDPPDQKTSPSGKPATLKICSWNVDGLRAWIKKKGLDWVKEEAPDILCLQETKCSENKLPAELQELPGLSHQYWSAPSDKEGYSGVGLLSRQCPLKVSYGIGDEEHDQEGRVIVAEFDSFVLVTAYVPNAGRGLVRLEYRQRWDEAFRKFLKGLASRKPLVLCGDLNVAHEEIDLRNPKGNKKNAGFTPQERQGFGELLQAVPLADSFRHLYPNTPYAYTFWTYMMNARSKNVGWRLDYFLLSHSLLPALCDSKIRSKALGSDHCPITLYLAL
#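 Incision of a quenched TAMRA/BHQ-2 THF abasic-site duplex (50 nM) by 0.75 nM APE1, after 15 min compound preincubation, measured as fluorescence increase over three 60 s reads. Values normalized to buffer, DMSO and NSC13755 control wells.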
# POLI inh = qHTS for Inhibitors of Polymerase Iota | DNA polymerase iota (Homo sapiens), Q9UNA4 | Pol iota fluorescent replication assay, 10 min | Potency, µM (highest dose often 115 µM), inactives show at the top dose activity, negative = inhibition, usual class: inhibitors | 390,000 tested, 1% active | AID 588590, 2011; also: potency is read from the fitted curve at half-maximal effect
# Target sequence (Q9UNA4 whole entry, looked up): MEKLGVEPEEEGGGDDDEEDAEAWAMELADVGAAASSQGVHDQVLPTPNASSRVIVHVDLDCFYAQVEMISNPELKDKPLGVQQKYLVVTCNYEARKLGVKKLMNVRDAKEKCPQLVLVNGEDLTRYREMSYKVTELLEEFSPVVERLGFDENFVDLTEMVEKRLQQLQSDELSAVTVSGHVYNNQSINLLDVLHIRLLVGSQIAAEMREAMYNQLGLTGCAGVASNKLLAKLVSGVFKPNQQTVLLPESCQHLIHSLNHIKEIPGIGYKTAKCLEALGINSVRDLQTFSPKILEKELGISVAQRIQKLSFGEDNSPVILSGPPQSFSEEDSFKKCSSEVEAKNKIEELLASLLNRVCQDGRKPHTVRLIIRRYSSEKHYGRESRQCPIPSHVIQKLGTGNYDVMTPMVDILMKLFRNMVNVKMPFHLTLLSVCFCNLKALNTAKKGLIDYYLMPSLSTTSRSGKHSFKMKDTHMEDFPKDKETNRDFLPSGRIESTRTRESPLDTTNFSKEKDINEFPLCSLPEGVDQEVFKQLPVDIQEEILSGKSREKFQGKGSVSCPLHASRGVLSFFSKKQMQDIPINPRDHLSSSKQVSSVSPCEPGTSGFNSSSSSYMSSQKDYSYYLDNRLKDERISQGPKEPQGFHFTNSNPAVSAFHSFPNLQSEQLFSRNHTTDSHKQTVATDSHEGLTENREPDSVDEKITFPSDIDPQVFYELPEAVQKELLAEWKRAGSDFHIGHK
#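 Pol iota at 10 nM preincubated 15 min with compounds at room temperature; reaction started with fluorescent substrate, 50 nM final. Fluorescence read kinetically at 0 and 10 min; buffer-only wells as negative control.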
# Pol beta inh = qHTS Assay for Inhibitors of DNA Polymerase Beta | Pol beta primer extension/strand displacement, fluorescence kinetic | Potency, µM (titrated, usually from 114 µM), for inactives: top-dose activity change, negative = inhibition, most hits filed as inhibitors | 340,000 tested, 1.3% active | AID 485314, 2010; also: potency is read from the fitted curve at half-maximal effect; % is scaled to controls: 0 for no effect and ±100 for the full control effect
#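 10 nM enzyme + cpd, 15 min RT; start with substrate 50 nM final; read 0 min and after 10 min RT. Corrected, normalized data; 4-parameter Hill curve fit.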
# * hit, by the source's call; ? = inconclusive; · = not tested or not shown; & = joins results of further samples; [ ] = dose if it differs, or a comment. Unless noted, calls follow the shape of the dose curve; as a rule, active = well fitted curve in the direction sought with a large enough effect; inconclusive = small, poorly fitted or top-dose-only effect, or another doubt; inactive = no such curve, though single readings can be large; an effect the other way counts as inactive or inconclusive. A portion of the library, so the mix of outcomes need not match the whole.
SMILES,Pol eta inh,POLK inh,LDHA block,BLM helicase inh,Apoferritin bind,GRP78 ERSR act,APE1 inh,POLI inh,Pol beta inh
COc1ccccc1N1CCN(C(=O)c2cc(-c3ccc4c(c3)OCO4)on2)CC1,0%,-1%,9,0%,-6%,-2%,6%,-25%,9%
Nc1nc2nc(-c3ccc(Cl)cc3)cc(C(F)(F)F)n2n1,4%&-1%,-25%&-20%,-4&-1,-1%&-1%,184%[activator],-2%&0%,-1%,0%&12%,1%&-1%
CC(C)(C)C(=O)c1sc(Nc2ccccc2)nc1N,-13%,0%[60.1 µM],0,-6%,-6%,8%,-2%,25%,-16%
C[C@H](CO)N1C[C@H](C)[C@@H](CN(C)C(=O)Nc2ccc3c(c2)OCO3)Oc2ccc(NC(=O)CCC(F)(F)F)cc2C1=O,0%,-1%,9,·,·,-2%,10%,24%,·
O=C(Nc1ccc(C(=O)Nc2ccc(C(=O)Nc3ccc(S(=O)(=O)O)c4cc(S(=O)(=O)O)cc(S(=O)(=O)O)c34)cc2)cc1)Nc1ccc(C(=O)Nc2ccc(C(=O)Nc3ccc(S(=O)(=O)O)c4cc(S(=O)(=O)O)cc(S(=O)(=O)O)c34)cc2)cc1,·,0.14µM*,·,68%[activator],-1%,-4%&-2%,7.9µM*,·,·
CCN(CC)CCN1C(=O)C(=O)/C(=C(/O)c2ccc(S(=O)(=O)N3CCOCC3)cc2)C1c1ccc(Cl)cc1 (stereo not given),-11%,-8%,-2,2%,-1%,-1%,29%,0%,27%
CCOc1ccccc1Oc1nc(C)nc2c1oc1ccccc12,-28%,0%[60.1 µM],3,0%,-13%,-4%,·,25%,2%
CC(=O)Nc1ccc(NC(=O)COC(=O)C2CCC(C(C)(C)C)CC2)cc1 (stereo not given),-18%,-7%,-3,·,·,-5%,-1%,17%,·
CC1CC1C(=O)OCC(=O)Nc1cccc(S(=O)(=O)NC2=NCCCCC2)c1 (stereo not given),-11%,-9%,-4,0%,-3%,-1%,?,-12%,?
COc1c[nH]n(-c2ccccc2)c(=O)c1=O,0%,7%,3,·,·,-3%,·,13%,·
Cc1cc([N+](=O)[O-])ccc1NCc1cccc2ccccc12,-7%,-10%,-13,·,·,-1%,·,-20%,·
CCCCCCc1nc2c(=O)[nH]c3ccccc3c2o1,3%,-3%,-10,-2%,-3%,-3%,1%,-1%,-24%
CCc1cc2c(C)ccc(C)c2nc1SCC(=O)Nc1c[nH]c(=O)[nH]c1=O,?,-25%,-3,-8%,-4%,-4%,-3%,24%,?
O=C(O)C1OC(C(=O)O)C(C(=O)O)C1C(=O)O (stereo not given),-6%,-5%,-3,·,·,0%,·,-12%,·
CC(C)(C)C(=O)N1NC(=Nc2ccccc2)SC1(C)C,-11%,-1%,-3,-1%,-8%,-3%,3%,-9%,-22%
Cc1cccc(C)c1OCC(=O)NNC(=O)CCNC(=O)c1ccc(Br)cc1,-6%,-8%,-3,-4%,-9%,-7%,12%,32%[activator],2%
Cc1ccc(OCC(=O)Nc2ccc(-c3nc4ccccc4o3)cc2)c(C)c1,·,4%,-5&-3,-3%,24%,·,·,19%,0%
COC1OC2COC(c3ccccc3)OC2C(=O)C1NC(=O)c1ccccc1 (stereo not given),-12%,-1%,-2,·,·,0%,·,25%,·
O=C(CCCOc1ccccc1)NCc1ccco1,0%,-9%,-8,-3%,-11%,-3%,-6%,14%,1%
C=CCC[C@H](Cc1ccc(F)cc1)C(=O)O[C@H](CNC(=O)[C@@H](CC=C)CC(=O)N(CCO)Cc1ccccc1)c1ccccc1,-25%,-7%,5,·,·,-2%,-4%,2%,·
O=C(C/C=N\OCc1ccc(Cl)cc1Cl)Nc1ccccc1,8%,-15%,-7,-11%,-20%,-2%,-7%,-1%,-14%
CS(=O)(=O)Nc1ccc(C(=O)Nc2ccccc2C(=O)N2CCCC2)cc1,-7%,-19%,-8,-2%,6%,-4%,-3%,60%[activator],-20%
Cn1c(CN2CCCCC2)nc2cc(NC(=O)c3ccccc3Cl)ccc21,3%&2%,7%&9%,-3&3,1%&2%,-11%&-14%,-6%&-5%,-3%,25%&17%,1%&14%
CCN1CCN(S(=O)(=O)c2ccc(C(=O)Nc3sc4c(c3C(N)=O)CCN(CC)C4)cc2)CC1,-26%,-3%,-1,-2%,?,1%,8%,10%,43%
COc1ccc(C=NNc2nc3ccccc3s2)cc1,-3%,-23%,-1,·,·,-12%,·,8%,·

# The list goes on, starting with the last two of the part before.
SMILES,Pol eta inh,POLK inh,LDHA block,BLM helicase inh,Apoferritin bind,GRP78 ERSR act,APE1 inh,POLI inh,Pol beta inh
CCN1CCN(S(=O)(=O)c2ccc(C(=O)Nc3sc4c(c3C(N)=O)CCN(CC)C4)cc2)CC1,-26%,-3%,-1,-2%,?,1%,8%,10%,43%
COc1ccc(C=NNc2nc3ccccc3s2)cc1,-3%,-23%,-1,·,·,-12%,·,8%,·
Cc1nn(Cc2ccccc2)c(C)c1NC(=O)c1cc(-c2cccs2)on1,-7%,-5%,0,-5%,?,-1%,-4%,-1%[58.9 µM],-27%
Cc1ccc(C)c(NC(=O)c2cnn(-c3ccccc3)c2C)c1,-1%,-5%,-10,-14%,-8%,-4%,17%,-11%,4%
CC[C@]1(C(=O)OC)[C@H]2C(=O)N(C)C(=O)[C@H]2[C@H]2CN=C(SC)N21,-2%,-2%,2,·,·,-2%,·,-1%,·
c1ccc2c(c1)[nH]c1c(N3CCCC3)ncnc12,-16%,-7%,-5,-6%,2%,1%,-6%,-13%,-9%
Cc1cc(N2CCCCC2)n2nc(C)c(-c3ccccc3)c2n1,-16%,-7%,-1,-5%,3%,-2%,-1%,-2%,0%
CCCCN(C(=O)c1ccco1)c1c(N)n(CCC)c(=O)[nH]c1=O,6%,-10%,-2,·,·,-4%,13%,13%,·
COc1ccc(NC(=O)c2noc3c2CCCCC3)cc1,21%,-5%,-15,-1%,-7%,-5%,0%,7%,30%
CNC(=O)c1c(NC(=O)CCS(=O)(=O)c2ccc(C)cc2)sc(C)c1C,-11%,-3%,-4,·,·,-2%,21%,5%,·
Fc1ccc(Nc2ccnc(-c3ccc4c(c3)OCO4)n2)cc1,·,-11%[60.1 µM],·,-7%,·,5%,-6%,·,·
CC1CCN(CCCNC(=O)c2ccc(CSCc3cccc(Cl)c3)o2)CC1,-23%,-4%,-4,5%,?,-5%,0%,23%,2%
CC(C)C(=O)NNC(=O)CC(=O)Nc1ccccc1C(=O)O,7%,-21%,-1,-2%,1%,-4%,2%,-19%,-9%
CSc1nnc(-c2ccccc2)o1,-10%,-7%,-13,0%,-7%,1%,-4%,18%,18%
O=C(NCc1cccnc1)c1ccc(-c2cccc(Cl)c2Cl)o1,-18%,-6%,-7,2%,-18%,0%,-10%,48%[activator],1%
O=C(NCC(c1ccco1)N1CCc2ccccc2C1)c1ccc([N+](=O)[O-])cc1 (stereo not given),-13%,-11%,-2,·,·,-5%,25%,13%,·
COc1ccc(OC)c(NC(=O)C2CC(/C=C/c3ccccc3)=NO2)c1 (stereo not given),-23%,-6%,-1,-5%,-4%,-6%,-3%,201%[activator],23%
O/N=C(\c1ccc(Cl)cc1)c1ncc(C(F)(F)F)cc1Cl,-18%,0%,0,-10%,?,-8%,-1%,-12%,1%
Cc1cccc(CN2CCN(C(=O)c3ccccc3F)CC2)c1,-16%,-1%,-15,-5%,6%,-7%,-2%,19%,-14%
N/C(=N\OC(=O)C12CC3CC(CC(C3)C1)C2)c1cccnc1,-4%,-3%,-3,-1%,?,10%,-2%,?,24%
CN(C)Cc1c(OC(=O)c2ccc(N)cc2)ccc2ccccc12,-12%,-15%,13,·,·,3%,·,13%,·
OCC1(CCc2ccccc2)CCN(Cc2cc(Cl)ccc2O)CC1,-11%,-16%,0,1%,-16%,-2%,-3%,111%[activator],7%
Cc1oc2c(CN3CCCC(C)C3)c(O)ccc2c(=O)c1-c1ccccc1 (stereo not given),-7%,17%,1,0%,14%,-1%,26%,-13%,37%
COC(=O)c1ccccc1NC(=O)COc1ccc2c(c1)OCO2,-12%,-5%,-5,1%,-9%,-2%,-8%,26%,-2%
O=c1n(-c2ccccc2)c(=O)n2n1CC(O)C2,-10%,0%,-9,-9%,-4%,-4%,1%,9%,7%
COC(=O)CCC(=O)Nc1ccccc1C(N)=O,3%,-2%,-6,0%,-8%,-1%,1%,-14%,18%
CCOC(=O)c1nn(-c2ccc(C)cc2)c2nc(Nc3ccccc3)cc(=O)n12,-2%,-3%,0,-10%,-19%,-3%,-4%,12%,0%
CCN1C(=O)/C(=C\N2CCN(c3ccc(F)cc3)CC2)SC1=S,-10%,-9%,-1,-2%,-15%,-7%,-1%,10%,3%
O=C(C1CC(=O)N(c2ccc3c(c2)OCCO3)C1)N1CCN(c2cccc(C(F)(F)F)c2)CC1 (stereo not given),-7%,-15%,-5,·,·,-5%,3%,21%,·
O=C(Nc1ccc(C(F)(F)F)cc1)C1(c2ccccc2)CC1,-22%,-5%,2,0%,-13%,5%,13%,113%[activator],2%
O=C(Nc1nnc(SCc2cc(=O)c3ccccc3[nH]2)s1)c1ccccc1,-13%,-1%[60.1 µM],2,2%,-9%,-2%,·,9%,-25%
COc1cc(OC)cc(C(=O)N[C@H](C(=O)OCC(=O)NC(=O)NC(C)(C)C)C(C)C)c1,-24%,4%,-5,-2%,-15%,-4%,-2%,150%[activator],16%
